KOR beta-arrestin-1: kappa opioid receptor blockers – cell-based, luminescence, uHTS (AID 1778); KOR beta-arrestin recruitment, luminescence, antagonist mode; higher % means a stronger effect; inhibition, % at 10 µM, or IC50 in µM where a hit was titrated; 290,000 compounds, 0.091% hits; in the data active = inhibition above about 50%; note: strong numbers were not always called active
GPR55 activation: selective activators of receptor GPR55 – imaging, U2OS cells, beta-arrestin-GFP redistribution, primary screen (AID 1961); U2OS GPR55 beta-arrestin-GFP redistribution imaging; higher % means a stronger effect; activation, % at 10 µM, or EC50 in µM where a hit was titrated; 290,000 compounds, 0.048% hits;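 active = activation above 40% with more than 50 cells counted in the well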;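 note: U2OS osteosarcoma cells stably expressing GPR55 and beta-arrestin-GFP; plate controls were DMSO negative control for no effect and LPI positive control for full effect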
GPR35 antagonists: inhibition of zaprinast-stimulated GPR35 beta-arrestin translocation – imaging, U2OS, beta-arrestin-GFP, zaprinast agonist, primary screen (AID 2058). 290,000 compounds, 0.052% hits. one-dose inhibition, % at 10 µM; IC50 in µM for titrated hits. U2OS GPR35 beta-arrestin-GFP translocation imaging, zaprinast antagonism; higher % means a stronger effect;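 active = inhibition of at least 50% with at least 30 cells and total cytoplasm GFP at most 10,000,000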
NTR1 agonist: NTR1-driven beta-arrestin-GFP spot formation – imaging, U2OS cells, high content, primary screen (AID 493036) | P30989 | agonist mode | activation, % at 20 µM | 330,000 compounds, 0.17% hits;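 active = activation at or above 40% of the spot to cytoplasm intensity ratio, with at least 20 cells analyzed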;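 note: 0% = DMSO without peptide and 100% = 100 nM NTR1 peptide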
Target sequence (P30989 whole entry, looked up): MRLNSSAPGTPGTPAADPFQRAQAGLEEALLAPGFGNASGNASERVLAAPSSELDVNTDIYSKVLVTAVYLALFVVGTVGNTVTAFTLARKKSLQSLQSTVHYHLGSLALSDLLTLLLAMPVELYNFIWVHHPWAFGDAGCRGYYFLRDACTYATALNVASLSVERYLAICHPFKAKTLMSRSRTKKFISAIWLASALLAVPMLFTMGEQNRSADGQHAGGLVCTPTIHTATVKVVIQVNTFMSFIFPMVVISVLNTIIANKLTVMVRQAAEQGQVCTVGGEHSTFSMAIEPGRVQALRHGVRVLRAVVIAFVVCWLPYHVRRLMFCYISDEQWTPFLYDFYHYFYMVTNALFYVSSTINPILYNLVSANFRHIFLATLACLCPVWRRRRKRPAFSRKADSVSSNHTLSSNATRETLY
NOD1 inhibition: NOD1 signaling inhibitors, primary screen, cell-based, luminescence, uHTS (AID 1578) | NOD1-driven NF-kB luciferase reporter cells, luminescence; higher % means a stronger effect | inhibition, % at 4 µM; hits with a dose series show EC50 in µM | 290,000 compounds, 1% hits; in the data active = inhibition mostly above about 36%, no sharp cut-off; inactive = mostly below about 34%;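 note: HEK-293T reporter cells stimulated with the NOD1 agonist gamma-tri-DAP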
KOR beta-arrestin-2: kappa opioid receptor activators – cell-based, luminescence, uHTS, primary screen (AID 1777) | KOR beta-arrestin recruitment, luminescence; higher % means a stronger effect | 280,000 compounds, 0.02% hits | activation, % at 10 µM; hits with a dose series show EC50 in µM; in the data active = activation above about 50%, passing the limit was not always enough; note: a part of the inactive calls stands beside numbers as strong as those of hits
MgcRacGAP inhibition: MgcRacGAP GTPase-activating activity inhibitors, confirmation, biochemical, ADP Hunter fluorescence. MgcRacGAP-stimulated Rac1 GTP hydrolysis, ADP Hunter fluorescence; higher % means a stronger effect; GST-tagged Rac1 F28L mutant substrate. inhibition, % at 30 µM, or IC50 in µM where a hit was titrated. 340,000 compounds, 0.6% hits. AID 624330;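 active = first-screen hits whose inhibition reached a set limit at any dose in the follow-up dose series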;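 note: fluorescence reports GDP produced by GAP-driven GTP hydrolysis; strong numbers were not always called active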
UTI89 phage lysis: protection from phage-mediated lysis, alamar blue read-out – E. coli UTI89, K1F phage, bacterial capsule biogenesis inhibitors (AID 488966); E. coli UTI89 K1F phage lysis, alamar blue, 2 h; higher % means a stronger effect; inhibition, % at 100 µM, or IC50 in µM where a hit was titrated; 340,000 compounds, 0.02% hits;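 active = phage lysis inhibition, versus mean bacterial control, above a set limit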;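 note: capsule biogenesis inhibitors block K1F phage lysis so surviving cells raise fluorescence; higher fluorescence means more inhibition of phage lysis; actives were called in the ten point dose series up to 300 µM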
GPR55 antagonists: inhibition of LPI-stimulated GPR55 beta-arrestin translocation – imaging, U2OS, beta-arrestin-GFP, LPI agonist, primary screen (AID 2013) | U2OS GPR55 beta-arrestin-GFP translocation imaging, LPI antagonism; higher % means a stronger effect | 290,000 compounds, 0.13% hits | inhibition, % at 10 µM; hits with a dose series show IC50 in µM;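 active = spots per cell inhibited over 60%, with over 100 cells counted and total cytoplasm intensity under 500,000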;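 note: U2OS cells stably carrying GPR55 and arrestin-GFP stimulated by 5 µM LPI near EC80; imaged beta-arrestin-GFP aggregate spots per cell after agonist stimulation; plate controls were LPI-stimulated DMSO wells for no effect and DMSO wells without LPI for full effect; some results filed as inactive read as strong as hits; confirmed hits need IC50 under 10 µM and bright autofluorescent wells are also inconclusive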
NTR1 agonist cell count 20 µM: also measured in NTR1 agonist; calls as there; cell count; measured here: cell count, cytotoxicity flag
* marks the source's active call; other numbers are inactive results; i = inactive; x = not tested or not shown; [ ] = dose if it differs, or a comment. Not all compounds are listed, so the mix of outcomes need not match the whole.

Molecule | KOR beta-arrestin-1 | GPR55 activation | GPR35 antagonists | NTR1 agonist | NTR1 agonist cell count 20 µM | NOD1 inhibition | KOR beta-arrestin-2 | MgcRacGAP inhibition | UTI89 phage lysis | GPR55 antagonists
O=C(CCS(=O)(=O)c1ccc2c(c1)NC(=O)CO2)NCCc1ccccc1 | 1% | 0.2% | 10% | -0.9 | 58 | -20% | -2.5% | -14% | 0.1% | 2%
COc1ccc(N2CCN(C(=O)COc3ccccc3)CC2)cc1 | -4% | -0.1% | -5% | -0.2 | 38 | -13% | -2.6% | x | x | 13%
Cc1ccc(-n2c(O)c(C=Nc3ccc(S(=O)(=O)Nc4ncccn4)cc3)c3ccccc3c2=O)cc1C | -19% | 1.4% | 4% | 2.5 | 51 | 25% | 4.8% | 8% | 1.2%[50 µM] | 7%
CCOc1ccc(-n2cc(-c3ccccc3)c3c(=O)[nH]cnc32)cc1 | 18% | 0.0% | -20% | 12 | 43 | 0% | -3.1% | 11% | -0.8% | 0%
CCOC(=O)N1CCN(S(=O)(=O)N2CCCC(C(=O)NCc3ccccc3OC)C2)CC1 (stereo not given) | 11% | -0.1% | 5% | -0.4 | 55 | -17% | -1.4% | 10% | 0.0% | 5%
O=C(N/N=C/c1ccc(O)cc1)c1nc(-c2ccccc2)n(-c2ccccc2)n1 | -13% | 0.5% | -1% | 9.1 | 67 | -16% | -4.6% | 18% | 5.0% | 13%
COc1ccc2c(CC(=O)N[C@@H](Cc3c[nH]c4ccccc34)C(=O)O)cc(=O)oc2c1 | -20% | 0.0% | -8% | -1.5 | 88 | -12% | 1.7% | -10% | -1.2%[50 µM] | -6%
CN(C)S(=O)(=O)Nc1ccccc1C(N)=O | 18% | 0.2% | -11% | -1.3 | 95 | -16% | -0.3% | 5% | 0.7% | 4%
Cc1cc(C)n(CC(O)COc2ccc(C(C)C)c(C)c2)n1 (stereo not given) | -1%[20 µM] | -0.1% | 13% | 0.4 | 66 | -4% | x | 13% | 0.2% | 9%
Cn1c(=O)oc2cc(S(=O)(=O)N3CCC(C(=O)NCCc4ccccc4)CC3)ccc21 | -14% | 0.4% | 7% | 0.9 | 49 | -10% | 1.8% | 7% | 0.0% | 9%
CC(=O)c1ccc(NC(=S)NCC(c2ccco2)N2CCCC2)cc1 (stereo not given) | 19% | -0.4% | 6% | 1.9 | 49 | -24% | -8.0% | 5% | 0.0% | 0%
CC(=O)NC1(C(F)(F)F)C(=O)Nc2c1c(=O)[nH]c(=O)n2CCc1ccccc1 (stereo not given) | 1% | -0.1% | -2% | -1.8 | 49 | -7% | 5.3% | 2% | 0.5% | 0%
CCCn1c(=N)c(C(=O)NCC2CCCO2)cc2c(=O)n3cccc(C)c3nc21 (stereo not given) | -9% | 0.2% | -2% | 0.7 | 56 | -2% | 5.5% | 13% | 0.1% | 4%
CCN(CC)CCN1C(=O)c2ccccc2NC1c1cccc(F)c1 (stereo not given) | 12% | -1.0% | -4% | -1.9 | 71 | -1% | -1.5% | -3% | 0.2% | -4%
O=C(c1ccco1)N1CCN(C(=O)c2ccccc2[N+](=O)[O-])CC1 | 2%[20 µM] | -0.1% | -6% | 2.6 | 52 | 3% | -6.6% | 4% | 0.3% | 5%
CCSc1nnc(NC(=O)Cc2cccc(OC)c2)s1 | -2% | 0.3% | -2% | 1.0 | 49 | -14% | -0.4% | 8% | 2.8% | 5%
CC1Cc2ccccc2N1C(=O)CSc1nnc(Cn2nnc3ccccc32)n1C (stereo not given) | 31% | 0.5% | 17% | 1.2 | 44 | 28% | -2.6% | 5% | -0.1% | 2%
COC(=O)c1ccc(/C=N/N2CCN(Cc3ccccc3Cl)CC2)cc1 | 24% | 0.3% | 2% | 0.9 | 37 | 3% | 1.8% | 3% | 1.2% | 5%
Cc1cc(=O)[nH]c2c1c(C)nn2C1CCCC1 | 16% | 0.2% | -5% | 0.1 | 65 | -26% | -3.9% | 4% | 4.0% | 7%
C/C(Nc1cccc(F)c1)=C(/C#N)C(N)=O | 14% | 0.2% | 2% | 0.9 | 57 | 7% | -5.6% | 0% | -0.6% | 3%
CCOc1ccc(N2C(=O)Cc3ccccc3C2=O)cc1 | -47% | 0.2% | 1% | -1.6 | 61 | -4% | 3.7% | 13% | 0.2% | 7%
CCOc1cccc(OCCOCCOc2ccccc2C(C)=O)c1 | 13% | 0.1% | 9% | 0.2 | 39 | -2% | -3.0% | 5% | 4.2% | 5%
CCCCCc1ccc(-c2cn(CN3C(=O)c4ccccc4C3=O)nn2)cc1 | -20%[20 µM] | -0.1% | -2% | 0.4 | 81 | -6% | -2.6% | 2% | -0.6% | 2%
COc1cccc(C2C(C#N)=C(N)Oc3c2oc(CO)cc3=O)c1OC (stereo not given) | 10% | -0.2% | 11% | 3.8 | 84 | 0% | 0.8% | 14% | 0.8% | 16%
COc1ccc(-c2cc(CCCC(=O)N3CCN(c4ccc(OC)cc4)CC3)no2)cc1 | 22% | 0.2% | 12% | 3.4 | 58 | -15% | -6.2% | 7% | 0.3% | 10%
CCOc1ccc(NC(=O)C2CCC(CNc3c(N4CCC(C)CC4)c(=O)c3=O)CC2)cc1 (stereo not given) | 21% | -0.2% | 4% | -0.2 | 57 | -14% | 3.7% | 10% | -0.1%[50 µM] | 7%
O=C(N/N=C/c1ccc([N+](=O)[O-])cc1)c1cccnc1 | -40%[20 µM] | -0.4% | 5% | -1.1 | 38 | 2% | 1.1% | 13% | 0.1% | -8%
Cc1noc(C)c1NC(=O)NC(c1ccccc1)c1ccccc1 | -15% | 0.2% | -8% | -0.9 | 56 | 2% | -0.1% | -8% | -1.9% | 13%
CC(C)CCn1cnc2c1c(=O)n(C)c(=O)n2C | -35% | 0.6% | 1% | -0.7 | 47 | -37% | 4.1% | 6% | 0.3% | 3%
O=C(Nc1ccccc1C(F)(F)F)N1CCCC(O)C1 (stereo not given) | 7% | -0.1% | 10% | -1.1 | 44 | -34% | 2.1% | 9% | 0.7% | 3%
CCOc1ccc(Cn2c3ccc(OC)cc3c3nc4ccccc4nc32)cc1OC | -14% | 0.2% | 11% | 37 | 34 | -30% | 1.9% | 3% | i | 0%
CC(C)CN(CCNC(=O)c1cn(C)c2ccc(S(=O)(=O)N3CCCC3)cc2c1=O)CC(C)C | -27% | 0.0% | -1% | 0.4 | 56 | 0% | 3.7% | -34% | -0.2% | 14%
COC(=O)c1cc(C(=O)NCc2ccccc2)c(=O)[nH]c1C | -3% | -0.3% | 14% | 0.0 | 99 | -17% | -2.9% | 5% | 0.0% | 3%
COc1ccccc1N1CCN(CCCOc2ccc(F)cc2)CC1 | -7% | -0.1% | 21% | 0.5 | 40 | 0% | -2.9% | 122µM* | -0.3% | 9%
Nc1nn(-c2ccccc2)nc1C(=O)OCc1ccccc1 | 10% | 0.0% | -6% | 0.7 | 48 | -2% | -4.8% | 7% | -0.1% | 8%
Cn1cc(CCC(=O)N2CCCC(CCC(=O)NCc3ccccc3F)C2)cn1 (stereo not given) | 6%[20 µM] | -0.1% | -5% | 1.3 | 55 | -15% | x | -3% | -0.1% | 3%
COC(=O)c1c(C)[nH]c(C(=O)OCC(=O)NCC(C)C)c1C | 1% | 0.6% | 7% | 0.0 | 47 | 0% | -8.3% | 15% | 0.8% | 12%
C/C(=N\NC(=O)C(C)Sc1ccccc1)c1ccc([N+](=O)[O-])cc1 (stereo not given) | -26%[20 µM] | -0.1% | 3% | 3.7 | 65 | -2% | 0.0% | 2% | -0.2% | -3%
CCCCCC(=O)Nc1cccc(C2=NOC3(C2)C[C@H](C(N)=O)N(C(=O)c2ccccc2C(=O)c2ccccc2)C3)c1 (stereo not given in full) | 30% | 0.4% | 12% | 1.8 | 90 | 3% | -0.2% | 11% | 1.4% | 8%
Cc1cc(C)c(S(=O)(=O)c2ccccc2)c(N2CCOCC2)n1 | 9% | -0.3% | 5% | 1.1 | 45 | -16% | -8.5% | 2% | 0.0% | 2%
O=[N+]([O-])c1cc(C(F)(F)F)ccc1N1CCN(S(=O)(=O)c2ccc3ccccc3c2)CC1 | -16% | 0.3% | -5% | 1.6 | 55 | 62% | 6.7% | 8% | 0.6% | -20%
CCCCNC(=O)/C(C#N)=C/c1ccc(C(=O)OC)cc1 | 11% | 1.0% | -6% | 2.4 | 37 | -6% | -6.6% | 3% | 0.8% | 0%
O=C1CSC(=S)N1c1cccc(Br)c1 | 45% | -0.1% | -18% | 8.5 | 37 | 31% | -3.2% | 7% | 0.7% | -2%
CCc1ccc(CCC(=O)Nc2ccc(Cl)cc2)o1 | -36%[20 µM] | 0.1% | 7% | 0.4 | 66 | -31% | 2.1% | 7% | 0.5% | -2%
CC1=NN(C(=O)c2ccco2)C(O)(c2ccccc2)C1 (stereo not given) | 37% | 0.7% | 13% | 0.6 | 50 | -9% | 2.3% | 5% | -0.7% | -1%
O=C(O)c1ccccc1SC1CC(=O)N(C2CCCCC2)C1=O (stereo not given) | 37% | -0.5% | -16% | 0.5 | 48 | -21% | 16% | 11% | -0.4% | 18%
CC(=O)CSc1ncnc2scc(-c3ccc(F)cc3)c12 | -11%[20 µM] | -0.1% | 7% | -0.4 | 73 | 9% | -4.7% | 11% | 0.0% | -26%
FC(F)(F)c1cc(NCc2cccs2)n2ncnc2n1 | -3% | -0.3% | -2% | -0.6 | 46 | 21% | -3.3% | -1% | 1.0% | 15%
CCOC(=O)Nc1ccc2c(CN3C(=O)NC4(CCCC4)C3=O)cc(=O)oc2c1 | -7% | -0.2% | 10% | x | x | -43% | -4.3% | 12% | 0.9% | -7%
Nc1nc(Br)c2ccccc2c1-c1ccc(F)cc1 | 4% | -0.3% | -3% | 2.8 | 84 | 34% | 0.8% | 8% | 1.3% | 22%
COC(=O)c1c(-c2ccc(C)cc2)csc1NC(=S)NC(=O)c1ccc(F)cc1 | -13% | -0.3% | -12% | 8.2 | 58 | 0% | 4.4% | -5% | -0.5% | -15%
CCOc1cc(S(=O)(=O)Nc2ccccc2CC)ccc1Cl | -14% | -0.2% | -14% | 6.9 | 63 | 17% | 3.6% | 10% | -1.2% | 10%
C=C(Br)Cn1cnc2ccccc21 | -40% | 0.1% | 14% | 0.2 | 40 | -2% | 1.1% | 3% | 2.2% | -8%
CCCCNC(=O)C1CC(c2cccc([N+](=O)[O-])c2)=NO1 (stereo not given) | -12% | -0.2% | 17% | -0.9 | 47 | -101% | 1.8% | 2% | 1.8% | 6%
Cc1nc2c(C(F)(F)F)cccc2c2c1CCS2 | -88% | 0.8% | -9% | 5.6 | 58 | -4% | 3.7% | -2% | 0.2% | 5%
CCc1ccc(CCC(=O)Nc2ncc(Cc3ccccc3Cl)s2)o1 | -81% | -0.3% | -3% | 0.0 | 38 | -17% | 38% | 3% | 2.5% | -10%
Cc1cc2c(cc(C(=O)O)n2C)s1 | 13% | 0.3% | -8% | 1.4 | 45 | -12% | -3.6% | 9% | 0.9% | 22%
